Source: PubChem BioAssay
KLF5 inh: KLF5 expression inhibitors, primary screen, DLD-1 cells, luminescence; DLD-1 KLF5 promoter-luciferase reporter; inhibition, % at 5 µM; 0.23% of 290,000 active;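 active means inhibition above a per-plate limit of that plate's mean compound inhibition plus 3 SD, cut at about 60% in these data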;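 further: 0% = DMSO wells and 100% = LY294002 at 200 µM; higher means less KLF5 promoter-driven luciferase light; inactives centre near -14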
IEC-6 cytotox: cytotoxicity in IEC-6 intestinal epithelial cells, primary screen, cytotoxicity control for KLF5 inhibitor project, cell-based, luminescence. 0.78% of 290,000 active. inhibition, % at 5 µM. IEC-6 cytotoxicity, luminescence viability; in the data active means inhibition above about 22%;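 further: 0% = plate median of test compound wells and 100% = cytotoxic reference compound wells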
GSK3B inh: human GSK3beta kinase inhibitors, primary screen, biochemical, cell-free homogeneous, HTS. Glycogen synthase kinase-3 beta (Homo sapiens), P49841. GST-GSK3beta kinase, ADP-Glo luminescence, 60 min; hits give low values. activity score (negative = inhibition), % at 10 µM. 0.038% of 300,000 active. AID 2097, 2009;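 active means more than half of replicate wells score below -50%, meaning over 50% inhibition versus plate controls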;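 further: 0% = median DMSO wells and -100% = median GW8510 positive control wells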
Target sequence (P49841 whole entry, looked up): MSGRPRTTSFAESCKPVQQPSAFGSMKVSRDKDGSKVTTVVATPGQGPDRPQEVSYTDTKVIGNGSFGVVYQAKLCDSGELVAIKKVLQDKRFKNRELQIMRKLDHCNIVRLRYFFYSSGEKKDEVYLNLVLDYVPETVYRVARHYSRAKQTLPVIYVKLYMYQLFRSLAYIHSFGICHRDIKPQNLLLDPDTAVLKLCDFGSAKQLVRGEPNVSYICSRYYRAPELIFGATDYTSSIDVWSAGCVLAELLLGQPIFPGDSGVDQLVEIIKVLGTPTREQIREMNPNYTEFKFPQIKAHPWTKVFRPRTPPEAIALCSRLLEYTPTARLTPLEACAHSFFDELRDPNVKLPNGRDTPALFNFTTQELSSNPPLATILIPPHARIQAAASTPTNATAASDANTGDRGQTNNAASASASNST
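Assay system: GST-tagged human GSK3beta kinase, cell-free; Input: 1.6 ng GSK3beta; Medium: Tris/MgCl2 kinase buffer; Timing: 60 min enzyme reaction, room temperature; Signal: ADP-Glo luminescence quantifying ADP generated by kinase; Evaluation: score relative to plate controls; Benchmarks: DMSO neutral wells and GW8510 at 20 µM as positive.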
HSF1 activator: HSF-1 activators, primary screen, NIH3T3-HGL cells, MG132 stress, luminescence, single point | NIH3T3-HGL HSF-1 luciferase reporter, 8 h; 100% = twice DMSO control signal | activation, % at 9 µM | 1.7% of 300,000 active;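 active means mean replicate activation of at least 50% with a set share of replicates each reaching 50%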;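 further: 0% = median of the neutral control wells and 100% = twice that signal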
DYRK1A inh: rat Dyrk1A kinase inhibitors, primary screen, biochemical, single point, plate reader; ADP-Glo luminescence, NFATc1 peptide; Dual specificity tyrosine-phosphorylation-regulated kinase 1A (Rattus norvegicus), Q63470; 0.43% of 310,000 active; inhibition, % at 12.5 µM; in the data active means inhibition above about 50%;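 further: plate controls were vehicle with enzyme for no effect and no enzyme for full effect; many of its hits are not listed in these tables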
GSK3 alpha inh: blockers of GSK3A enzyme activity – biochemical, luminescence, cell-free homogeneous, HTS, primary screen; Glycogen synthase kinase-3 alpha (Homo sapiens), P49840; GSK-3 alpha kinase, ADP-Glo luminescence, 60 min; inhibition, % at 10 µM; 0.1% of 320,000 active; AID 2650, 2010;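 in the data active means inhibition above about 50%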;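 further: GST-tagged GSK-3 alpha with peptide substrate and 25 µM ATP; 0% = DMSO neutral wells and 100% = GW8510 positive control wells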
Target sequence (P49840 whole entry, looked up): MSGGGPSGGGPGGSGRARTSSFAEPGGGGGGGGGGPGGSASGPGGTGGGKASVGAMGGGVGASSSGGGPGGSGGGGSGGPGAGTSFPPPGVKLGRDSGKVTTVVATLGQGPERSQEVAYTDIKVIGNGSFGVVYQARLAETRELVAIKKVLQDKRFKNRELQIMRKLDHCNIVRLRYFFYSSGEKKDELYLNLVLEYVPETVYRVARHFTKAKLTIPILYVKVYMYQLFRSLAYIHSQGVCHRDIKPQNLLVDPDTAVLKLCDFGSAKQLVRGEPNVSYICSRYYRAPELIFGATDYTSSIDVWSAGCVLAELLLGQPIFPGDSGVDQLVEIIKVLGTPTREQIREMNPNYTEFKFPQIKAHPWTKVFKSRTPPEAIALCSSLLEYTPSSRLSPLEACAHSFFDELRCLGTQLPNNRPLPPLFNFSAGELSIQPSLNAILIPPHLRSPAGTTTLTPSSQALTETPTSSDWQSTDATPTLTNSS
aSyn 5UTR inh: MLPCN primary screen, SNCA 5' untranslated region; alpha-synuclein 5'UTR reporter, inhibitor activity; AID 1813, 2009; inhibition, % (tested at 7.5 µM); 0.82% of 300,000 active; in the data active means inhibition above about 60%;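 further: H4 neuroglioblastoma cells stably carrying SNCA 5'UTR luciferase fusion; 0% = DMSO wells and 100% = positive control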
Platelet DG rel: inhibitors of platelet dense granule secretion, primary screen, cell-based, MLPCN, human platelets; 0.22% of 300,000 active; inhibition, %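 (compounds screened at 7.5 µM in platelet-rich plasma)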; AID 1663, 2009; human platelet-rich plasma, SFLLRN dense granule ATP release, luminescence;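 active means mean replicate score, as percent of positive control, at or above 50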
HSP90 refold inh: HSP90 inhibitors, primary screen, cell lysate, luminescence. Heat shock protein HSP 90 (rabbit reticulocyte lysate; luciferase refolding). AID 1789, 2009. Rabbit reticulocyte lysate, luciferase refolding luminescence, 3 h. 0.91% of 290,000 active. inhibition, % at 5.6 µM;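 active means inhibition above the screen-wide mean plus 3 SD, computed separately per campaign, cut at about 16% in these data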;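 further: 0% = DMSO wells and 100% = 60 µM geldanamycin wells; inhibitors lower the luminescence because luciferase stays unfolded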
HSF1 inhib: HSF1 inhibitors in luciferase reporter cells, primary screen, cell-based, NIH3T3, luminescence | NIH3T3-HGL HSE-luciferase, MG132-induced, luminescence 8 h; hits give low values | activity change, negative = inhibition, % at 7.5 µM (by protocol) | AID 2098, 2009 | 0.77% of 300,000 active;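 active means more than half of replicate wells show activity change below -50%, luminescence cut by over half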;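 further: luciferase reports HSF-1 transcriptional activity via heat shock element; 0% = median of DMSO wells and -100% = zero luminescence signal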
* = called active by the depositor; · = no result given.

SMILES	KLF5 inh	IEC-6 cytotox	GSK3B inh	HSF1 activator	DYRK1A inh	GSK3 alpha inh	aSyn 5UTR inh	Platelet DG rel	HSP90 refold inh	HSF1 inhib
COCCN(C(=O)Nc1ccc(OC)cc1OC)C1CCN(C(C)C)CC1	-14	0	-2	7	2	-1	-14	3	2	-5
Cc1ccc(N(Cc2ccc([N+](=O)[O-])cc2)C(=O)c2ccco2)cc1C	1	-3	2	21	-9	-3	29	0	-7	8
Cc1ccc(Nc2cc(C)nc3nnnn23)cc1	-9	-1	-1	-11	3	-2	23	-1	-1	4
CC1(C)C2CCC(C2)C1(C)NC(=O)C[N+](C)(C)C (stereo not drawn)	-32	-6	-5	17	-5	·	-1	-7	1	5
CCc1cc(C(=O)NCC(c2cccs2)N2CCOCC2)sc1C (stereo not drawn)	·	·	0	21	0	-1	7	9	·	5
Cc1ccc2[nH]c3c(=O)n(N)c(C)nc3c2c1	-40	9	1	6	8	0	-70	1	-4	-2
COc1cc(NC(=S)NC2CC(C)(C)NC(C)(C)C2)cc(OC)c1	21	-1	1	4	·	-1	4	-15	-3	0
COc1cc(OC)c(NC(=O)c2sc3ncn(CC(=O)N4CCN(c5ccccn5)CC4)c(=O)c3c2C)cc1Cl	-9	1	-1	3	7	-1	-25	-4	5	7
CCCc1ccc(-c2ccc(C(=O)O)cc2)nc1	-120	3	1	-53	-9	-2	-45	4	50*	-47
CN(Cc1ccccc1)C(=S)NC(=O)c1ccc(-c2ccccc2)cc1	-26	5	0	40	5	-5	16	-1	3	15
Cc1ccc(OC/C(O)=C(\C#N)c2nc3ccccc3s2)cc1	-32	-3	1	13	-28	2	-30	-10	-6	1
O=C1SCCC1NS(=O)(=O)c1ccc([N+](=O)[O-])cc1 (stereo not drawn)	-2	-9	-3	10	-1	2	8	-5	8	-4
CCOC(=O)c1c(NC(=O)CSc2nnc(C)s2)sc2c1CCC(C)C2 (stereo not drawn)	14	8	0	5	-6	0	9	3	0	12
O=C(Cn1cc(C(F)(F)F)ccc1=O)N/N=C/c1ccc(Cl)cc1Cl	-13	13	1	-3	1	-1	17	-5	4	2
Cc1ccccc1NC(=O)Nc1ccccc1C(=O)NCc1ccccc1	-28	4	-1	9	-3	·	-17	6	3	10
O=C(OCc1ccccc1)N1CCc2ccccc21	-152	1	6	48	-4	-2	-119	1	4	28
CCn1c2ccccc2c2nnc(SCCN3CCCCC3)nc21	-16	-3	-5	-12	6	4	-21	-1	1	-2
Cc1ccc(C(=O)Nc2nc(-c3ccccn3)cs2)o1	-1	8	1	3	·	-1	30	5	11	-5
COc1ccc(/C=C2/SC(=O)N(CCNC(=O)C3CCCN3C(=O)c3cccs3)C2=O)cc1 (stereo not drawn)	-35	-5	1	-7	-3	-3	1	1	1	-12
COc1ccc(CNC(=O)C2CCC(CNS(=O)(=O)c3cccc4cccnc34)CC2)cc1 (stereo not drawn)	-42	1	1	7	-2	-1	2	-4	4	-2
Cc1[nH]c2ccccc2c1C(c1ccncc1)N1CCN(c2ccccn2)CC1 (stereo not drawn)	-13	-11	3	-3	-4	-1	1	-30	0	-4
COc1ccc(-c2cc3c(=O)n(CC(=O)Nc4ccc(Cl)cc4)nc(C)n3n2)cc1	-21	4	-4	-17	-5	3	6	-8	1	-2
CCOC(=O)c1oc2ccccc2c1CN1CCOCC1	-23	-3	0	14	6	-2	4	1	1	0
O=C(c1cccc(S(=O)(=O)N2CCCC2)c1)N1CCN(c2ccccc2)CC1	-43	-4	0	12	-5	-8	-7	-11	0	-6
O=C(/C=C/NNC(=O)c1ccccc1)c1ccccc1	-27	2	1	19	2	0	-44	12	-6	15
Carrying on:
SMILES	KLF5 inh	IEC-6 cytotox	GSK3B inh	HSF1 activator	DYRK1A inh	GSK3 alpha inh	aSyn 5UTR inh	Platelet DG rel	HSP90 refold inh	HSF1 inhib
O=C(Cn1cnc2ccccc2c1=O)Nc1nnc(C2CC2)s1	-20	3	1	-1	1	-2	-2	-4	-1	0
O=C(c1cc(COc2ccc(F)cc2Cl)on1)N1CCC(OCc2cccnc2)CC1	-20	10	-1	3	·	-1	-2	9	3	3
COc1ccc(S(=O)(=O)N2CCC(C(=O)N3CCN(c4ccccc4OC)CC3)CC2)cc1	11	6	5	1	0	0	6	-10	4	7
CC(C)NS(=O)(=O)c1ccc(OCC(=O)NCc2ccco2)cc1	-18	1	1	-8	-4	0	0	-1	0	-7
CCN1CCN(CC(=O)Nc2cccc(C)c2)C(=O)C1=O	-31	2	-3	-6	-3	-3	-7	7	0	-9
COc1ccc(-c2ccc(-c3noc(-c4ccccc4)n3)c(OC)n2)cc1	-6	2	-1	12	2	-1	-10	3	0	7
CCOC(=O)CSc1nncc2ccc(OC)c(OC)c12	-13	-2	-4	1	2	1	15	0	-1	-6
CCN1C(C)=C(C)S/C1=C1\SC(=S)N(N)C1=O	8	4	-3	10	-1	-1	5	-7	2	-1
Cn1cc([N+](=O)[O-])c(C(=O)N/N=C/c2ccccc2)n1	-2	-2	1	-12	-8	0	-5	7	3	7
COc1ccc(/C=C/C(=O)NC2=NCCS2)cc1OC	-41	-4	3	15	3	0	-148	-1	2	6
Cc1ccc(NC(=O)c2nnn(-c3ccc4c(c3)OCCO4)c2N)cc1	-146	3	·	42	-3	1	-149	17	-6	11
O=C(CCn1c(=O)oc2cc(Cl)ccc21)Nc1ccc(O)cc1	-33	-6	-1	27	-1	2	-17	3	-1	0
CC1CN(C)C(C)CC1NCc1ccc2c(c1)OCO2 (stereo not drawn)	-17	5	1	-16	0	-1	-18	-1	0	-3
Cc1ccc(S(=O)(=O)N2CCOCC2)cc1C(=O)NCc1cccs1	1	-4	1	-6	-3	0	-16	1	0	-6
CC(=O)N(C(C)=O)S(=O)(=O)c1ccc(N=NN2CCOCC2)cc1	-18	-2	2	0	-5	0	1	1	0	-2
Cn1nc(C(=O)N2CCC(C(N)=O)CC2)c2c1-c1ccccc1SC2	-11	-1	2	-9	-1	-2	6	-1	2	-6
CC(C)Oc1ccccc1OCCN(C)C	1	-4	-3	-7	-3	-1	-6	11	-3	0
O=C(NC1CCCC1)C1CCN(c2nccs2)CC1	-7	10	2	14	-1	-1	33	0	1	-4
COc1ccc(Nc2nnc(-c3ccc(N4CCOCC4)c([N+](=O)[O-])c3)c3ccccc23)cc1	-34	4	·	·	0	·	·	·	1	·
CCC(C)Nc1nc(Cl)nc(N(C#N)CN2C(=O)c3ccccc3S2(=O)=O)n1 (stereo not drawn)	-17	5	1	76*	-68	-2	-14	-1	-3	54
COC(=O)C1=C(c2ccc(OC)cc2)OC(=O)C1(C)C	-19	6	1	-3	8	4	-8	-2	-7	-1
Nc1ncc(Br)cc1S(=O)(=O)Nc1cc(C(F)(F)F)cc(C(F)(F)F)c1	-16	8	5	-7	-1	-6	-27	0	-8	-2
Cc1nnc(NC(=O)CSc2nnc(CC(=O)Nc3ccccc3Cl)n2C)s1	16	3	1	6	2	0	-30	-8	-3	-1
Cc1ccc(S(=O)(=O)N2CCC(C(=O)N3CCN(Cc4ccccc4)CC3)CC2)cc1	17	3	·	·	4	0	·	·	-5	·
O=C(Oc1c(Cl)cc(Cl)c2cccnc12)N1CCCCC1	-45	5	3	-43	1	·	5	-2	1	-24
O=C(NCc1cccc(Cl)c1)c1cnn2c1NC(c1ccco1)CC2C(F)(F)F (stereo not drawn)	1	3	3	8	0	1	16	7	5	5
c1ccc(SSc2ccccn2)nc1	·	·	-1	-8	14	0	36	-2	·	2
COc1cccc(-c2nc(CS(=O)(=O)CC(=O)N3CCc4ccccc4C3)c(C)o2)c1	-5	4	-2	-3	9	1	-26	-1	-1	2
Cn1c(SCC(=O)c2ccccc2)nnc1C1COc2ccccc2O1 (stereo not drawn)	-27	-5	-4	17	-1	-1	-13	11	0	5

These rows are one share of the data; the hit share may differ from the screen's.
